AMPAR-TARP mod = modulators of GluA2-stargazin AMPA receptor complexes, primary screen, cell-based, membrane potential dye. Voltage-dependent calcium channel gamma-2 subunit (Mus musculus) + Glutamate receptor 2 …. HEK293 GluA2+stargazin, membrane potential dye (FDSS), glutamate EC50; hits were called plate by plate, in both directions. calls only at 30 µM. 40,000 tested, 3.5% active;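 active means any of four per-well response measures lying three or more SD from its plate-wide compound average, in either direction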
Target sequence (O88602 whole entry, looked up): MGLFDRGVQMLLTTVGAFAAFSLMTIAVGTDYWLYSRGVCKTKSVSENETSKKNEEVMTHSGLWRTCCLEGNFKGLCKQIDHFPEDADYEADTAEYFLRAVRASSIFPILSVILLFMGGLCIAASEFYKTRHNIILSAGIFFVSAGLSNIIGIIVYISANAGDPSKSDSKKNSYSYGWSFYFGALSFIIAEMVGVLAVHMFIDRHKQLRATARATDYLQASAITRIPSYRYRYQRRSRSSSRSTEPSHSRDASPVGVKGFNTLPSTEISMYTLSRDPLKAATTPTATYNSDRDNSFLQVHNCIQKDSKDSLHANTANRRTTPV
Target sequence (P19491 whole entry, looked up): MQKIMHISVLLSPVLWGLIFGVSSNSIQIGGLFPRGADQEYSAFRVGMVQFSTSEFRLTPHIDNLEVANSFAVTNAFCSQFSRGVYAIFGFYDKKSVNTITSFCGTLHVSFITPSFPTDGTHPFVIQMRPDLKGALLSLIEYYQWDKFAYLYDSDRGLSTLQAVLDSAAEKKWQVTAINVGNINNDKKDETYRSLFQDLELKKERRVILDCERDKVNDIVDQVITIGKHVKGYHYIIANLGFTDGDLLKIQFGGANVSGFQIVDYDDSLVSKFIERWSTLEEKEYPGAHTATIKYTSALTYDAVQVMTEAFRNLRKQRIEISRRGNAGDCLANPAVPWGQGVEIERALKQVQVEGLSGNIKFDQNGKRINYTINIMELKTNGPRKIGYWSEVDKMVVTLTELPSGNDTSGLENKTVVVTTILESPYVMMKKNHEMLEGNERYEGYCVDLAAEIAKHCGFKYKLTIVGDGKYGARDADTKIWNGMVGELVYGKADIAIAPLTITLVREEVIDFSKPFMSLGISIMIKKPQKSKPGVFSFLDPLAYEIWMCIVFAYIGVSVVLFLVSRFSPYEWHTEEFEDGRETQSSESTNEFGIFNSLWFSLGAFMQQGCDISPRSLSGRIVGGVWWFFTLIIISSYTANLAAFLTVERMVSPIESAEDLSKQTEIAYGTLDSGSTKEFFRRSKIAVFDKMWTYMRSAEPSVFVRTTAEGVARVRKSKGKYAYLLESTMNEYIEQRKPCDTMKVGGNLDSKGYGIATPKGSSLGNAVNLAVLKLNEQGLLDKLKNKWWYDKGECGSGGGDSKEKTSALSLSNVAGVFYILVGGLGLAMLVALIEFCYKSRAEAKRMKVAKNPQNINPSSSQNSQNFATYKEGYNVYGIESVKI
AMPAR-TARP mod agonism max-min = further read-out of AMPAR-TARP mod, marked with its call; compound max-min signal; compound-alone response (agonism);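 unitless range of fluorescence divided by baseline over first 100 seconds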
AMPAR-TARP mod glutamate slope = recorded beside AMPAR-TARP mod, whose call it bears; glutamate slope, % of max; measured here: glutamate response slope, % max;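 scaled per plate between vehicle wells and maximal 1 mM glutamate control wells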
Numbers without * were called inactive; i = inactive; + = active, no number.

SMILES	AMPAR-TARP mod	AMPAR-TARP mod agonism max-min	AMPAR-TARP mod glutamate slope
Cc1ccc(OCC(O)Cn2c(C3CC(=O)N(C(C)(C)C)C3)nc3ccccc32)cc1 (stereo not given)	i	0.1	57
COc1cn(CC(=O)Nc2ccc(C)cc2)c(CSc2nc(C)cs2)cc1=O	+	0.039*	45*
CCOc1ccc(C(=O)Nc2ccc(-n3c(C)nc4ncccc4c3=O)cc2)cc1	i	0.055	-4
Cc1nnc(CNC(=O)C2CN(C(=O)c3cccs3)C2)o1	i	0.061	39
CSc1ccc2nc(N3CCN(C(=O)c4ccn(C)n4)CC3)sc2c1	i	0.1	52
CCn1c(SCc2nc(-c3cccc(Br)c3)no2)nc2ccccc2c1=O	i	0.086	56
COc1cc(COCC2CCN(CC(=O)Nc3ccc(C(C)=O)cc3)CC2)cc(OC)c1	i	0.067	59
C=CCN1CC(c2nc3ccccc3n2CC(O)COc2c(C)cccc2C)CC1=O (stereo not given)	+	0.052*	48*
CS(=O)(=O)N1CCC(CNC(=O)C(=O)Nc2cc(Cl)ccc2C#N)CC1	i	0.16	50
COC(=O)c1scc(-c2ccccc2)c1S(=O)(=O)N1CCN(c2ccc(C(C)=O)cc2)CC1	i	0.074	65
C=CCSc1nnc(NC(=O)c2ccc(Cl)c(S(=O)(=O)N3CCCCC3)c2)s1	i	0.067	62
O=C(CSc1nc2ccccc2c(=O)n1NC(=O)c1ccccc1)c1ccccc1	i	0.087	55
CCOC(=O)CNC(=O)CSc1ncn[nH]1	i	0.1	33
COc1ccc(C)cc1S(=O)(=O)Nc1ccc(Nc2cc(-n3ccnc3)ncn2)cc1	i	0.13	57
CC1CN(S(=O)(=O)N2CCCCC2)CCN1S(=O)(=O)N1CCCCC1 (stereo not given)	i	0.05	61
c1ccc(OCCNCC2CCCO2)cc1 (stereo not given)	i	0.021	53
Cc1ccc(NC(=O)C(=O)NCC(c2cccn2C)N2CCN(C)CC2)cc1Cl (stereo not given)	i	0.075	49
CCOc1ccc(S(=O)(=O)N2CCN(c3ccc(-c4ccco4)nn3)CC2)cc1	i	0.05	35
CSc1cccc(NC(=O)C(=O)NCC2CCN(c3cnccn3)CC2)c1	i	0.11	65
Cc1ccc(-c2noc(-c3cn(CC(=O)NC(C)C)c4nc(C)ccc4c3=O)n2)cc1	i	0.039	41
CC(C)(C)n1ncc2c(=O)n(NC(=O)COc3ccc4ccccc4c3)cnc21	i	0.032	39
CC(C)(C)NC(=O)N1CCC(CNC(=O)c2ccc(C(F)(F)F)cc2)CC1	i	0.05	45
CC(C)S(=O)(=O)c1cccc(C(=O)Nc2nnc(-c3cccnc3)o2)c1	i	0.074	51
CCOC(=O)C1=C(C)N(Cc2ccccc2)C(=O)NC1c1ccc(OCc2ccccc2)cc1 (stereo not given)	i	0.062	47
CC(Oc1ccccc1)C(=O)NCCn1ncc2c(NCCc3ccccc3)ncnc21 (stereo not given)	i	0.047	78
O=C(CCN1C(=O)c2ccccc2S1(=O)=O)Nc1cccc(Cl)c1Cl	i	0.053	59
O=C(NC1CCCCCC1)c1ccc(=O)n(Cc2ccc(F)cc2)n1	i	0.052	51
COc1ccc(NC(=O)/C(C#N)=C/N2CCN(c3cccc(Cl)c3)CC2)cc1	i	0.14	90
COc1ccc(Cl)cc1NC(=O)C(=O)NCC1CCN(C(=O)c2ccncc2)CC1	i	0.11	66
O=C(CN1CCC(c2nnc(-c3ccc(F)cc3)o2)CC1)NC1CCCCC1	i	0.093	58

By substructure, those above with two or more sulfur atoms (5)
SMILES	AMPAR-TARP mod	AMPAR-TARP mod agonism max-min	AMPAR-TARP mod glutamate slope
COc1cn(CC(=O)Nc2ccc(C)cc2)c(CSc2nc(C)cs2)cc1=O	+	0.039*	45*
CSc1ccc2nc(N3CCN(C(=O)c4ccn(C)n4)CC3)sc2c1	i	0.1	52
COC(=O)c1scc(-c2ccccc2)c1S(=O)(=O)N1CCN(c2ccc(C(C)=O)cc2)CC1	i	0.074	65
C=CCSc1nnc(NC(=O)c2ccc(Cl)c(S(=O)(=O)N3CCCCC3)c2)s1	i	0.067	62
CC1CN(S(=O)(=O)N2CCCCC2)CCN1S(=O)(=O)N1CCCCC1 (stereo not given)	i	0.05	61

New compounds follow
SMILES	AMPAR-TARP mod	AMPAR-TARP mod agonism max-min	AMPAR-TARP mod glutamate slope
Cc1cc(C)c(C)c(S(=O)(=O)NCC2CCN(Cc3ccco3)CC2)c1C	i	0.1	52
O=C(NCC(c1cccs1)N1CCOCC1)Nc1cccs1 (stereo not given)	i	0.079	42
CCOCCn1c(=O)c2c(nc3n2CCCN3c2ccc(OC)cc2OC)n(C)c1=O	i	0.055	33
O=C(/C=C/c1cccs1)N(Cc1ccco1)c1nc2c(F)cccc2s1	i	0.06	57
COC(=O)c1scc(-c2ccc(C)cc2)c1S(=O)(=O)Nc1ccc(OC)c(OC)c1	i	0.1	76
Cc1ccc(NC(=O)C(=O)NCC2CCN(Cc3ccccc3)CC2)cc1C	i	0.055	55
CSc1ccccc1NC(=O)C(=O)NCC(c1ccc(C)cc1)N1CCOCC1 (stereo not given)	i	0.034	67
Cc1cccc(Nc2ccc(N3CCN(C(=O)Cc4cccs4)CC3)nn2)n1	+	0.37*	35*
CC1(C)OC2OC(C(=O)Oc3ccc(Cl)cc3)C3OC(C)(C)OC3C2O1 (stereo not given)	i	0.047	39
Cc1cc(C)c(NC(=O)CN2CCOCC2)c(C)c1	i	0.098	55
COCCn1c(SCc2ccccc2)nnc1-c1cn(C)nc1OC	i	0.026	18
Cc1ccc2c(CC(=O)N3CCCC(C)C3)cc(=O)oc2c1 (stereo not given)	i	0.063	53
COc1ccccc1NC(=O)Cn1cc(-c2nc(-c3ccc(C)cc3)no2)c(=O)c2ccc(C)nc21	i	0.037	35
COc1ccc(S(=O)(=O)N2CCCOC2CNC(=O)C(=O)NC2CCCCCC2)cc1 (stereo not given)	i	0.069	53
O=C(c1ccncc1)N1CCN(c2ccc(-c3ccc(F)cc3)nn2)CC1	i	0.13	62
O=C(Nc1ccc(F)cc1)Nc1cccc(-c2nc3cccnc3s2)c1	i	0.11	61
COc1ccc2nc(-c3ccc(Cl)c(NC(=O)NC4CCCCC4)c3)cn2n1	i	0.07	63
O=C(NCC1CCN(S(=O)(=O)c2cccnc2)CC1)C(=O)Nc1cccnc1	i	0.1	61
CCC(C)NC(=O)Cn1cc(-c2nc(-c3ccc(C)cc3)no2)c(=O)c2ccc(C)nc21 (stereo not given)	i	0.032	31
COc1ccc(CC(=O)NCC2COC3(CCCCC3)O2)cc1OC (stereo not given)	i	0.098	95
O=C(NCC(O)(c1ccccc1)C(F)(F)F)C1CCC1 (stereo not given)	i	0.092	56
O=C(NCC1CCN(Cc2ccco2)CC1)C(=O)Nc1ccc(C(F)(F)F)cc1	i	0.089	58
O=C(c1ccc(Cl)c([N+](=O)[O-])c1)N1CCN(c2ncnc3c2nnn3-c2ccc(F)cc2)CC1	i	0.089	55
COCCOC(=O)C1=C(C)NC(=O)NC1c1ccc(OCc2ccccc2)cc1 (stereo not given)	i	0.081	56
CCCOc1cn(-c2ccc(F)cc2)nc1C(=O)NCc1ccco1	i	0.06	60
COc1ccc(-c2ccc(=O)n(CCCC(=O)Nc3ccccc3OC)n2)cc1	i	0.031	39
CCn1c(=O)c2c(nc3n(-c4cccc(OC)c4)c(C)cn23)n(C)c1=O	i	0.11	65
O=C(Nc1nccs1)c1ccc(S(=O)(=O)Nc2ccc3c(c2)OCO3)o1	i	0.15	55
Cc1nnc2ccc(S(=O)(=O)N(Cc3ccccc3)c3ccc(F)cc3)cn12	i	0.069	63
COc1ccc(C(=O)/C=C/c2ccc(C)cc2)cc1	i	0.1	60
CCC(C(=O)Oc1c(S(=O)(=O)c2ccc(C)cc2)c(C)nn1C(C)(C)C)c1ccccc1 (stereo not given)	i	0.055	55
O=C(Cc1ccc(F)cc1)Nc1nnc(-c2ccccn2)o1	i	0.13	90
O=C(Nc1ccc(SCC(=O)N2CCc3ccccc32)nn1)c1cccs1	i	0.072	42
COc1ccc(CNC(=O)c2ccc(N3CCCS3(=O)=O)cc2)cc1OC	i	0.037	58
CCc1nc2sc(C(c3cccc(Br)c3)N3CCCC3)c(O)n2n1 (stereo not given)	i	0.092	48
CC(=O)Nc1ccc(NC(=O)Cn2nc(C(=O)Nc3ccccc3)ccc2=O)cc1	i	0.032	38
CC(=O)Nc1cc(C)nn1-c1nc(-c2ccc3c(c2)OCO3)cs1	i	0.067	28
CCC(C)Cn1c(C)nc2ccccc21 (stereo not given)	i	0.047	40
CC12CCC(C(=O)Nc3ccccc3-n3cccc3)(CC1=O)C2(C)C (stereo not given)	+	0.029*	41*
O=S(=O)(NCC(O)(c1ccccc1)C1CC1)c1ccccc1F (stereo not given)	i	0.11	54

Molecules shown so far that contain a thiophene ring, fused or not, in the order listed:
SMILES	AMPAR-TARP mod	AMPAR-TARP mod agonism max-min	AMPAR-TARP mod glutamate slope
Cc1nnc(CNC(=O)C2CN(C(=O)c3cccs3)C2)o1	i	0.061	39
COC(=O)c1scc(-c2ccccc2)c1S(=O)(=O)N1CCN(c2ccc(C(C)=O)cc2)CC1	i	0.074	65
O=C(NCC(c1cccs1)N1CCOCC1)Nc1cccs1 (stereo not given)	i	0.079	42
O=C(/C=C/c1cccs1)N(Cc1ccco1)c1nc2c(F)cccc2s1	i	0.06	57
COC(=O)c1scc(-c2ccc(C)cc2)c1S(=O)(=O)Nc1ccc(OC)c(OC)c1	i	0.1	76
Cc1cccc(Nc2ccc(N3CCN(C(=O)Cc4cccs4)CC3)nn2)n1	+	0.37*	35*
O=C(Nc1ccc(SCC(=O)N2CCc3ccccc32)nn1)c1cccs1	i	0.072	42

(more compounds)
SMILES	AMPAR-TARP mod	AMPAR-TARP mod agonism max-min	AMPAR-TARP mod glutamate slope
COC(=O)c1ccc(NC(=O)c2nnn(-c3ccccc3)c2CSc2ncccn2)cc1	i	0.091	50
CCn1nnc2c(SCC(=O)Nc3ccc(C)c(Cl)c3)ncnc21	i	0.045	41
CC(=O)N1CCN(S(=O)(=O)c2ccc(C(=O)Nc3ccccn3)cc2)CC1	i	0.11	62
CCOC(=O)c1nc(NC(=O)Nc2ccccc2C(F)(F)F)sc1Cl	i	0.077	64
COc1cn2c(cc1=O)C(=O)N(CCNC(=O)c1ccc(C(C)(C)C)cc1)CC2	i	0.093	58
O=C(Nc1cccs1)N1CCN(Cc2nc(-c3ccc(Cl)cc3)cs2)CC1	i	0.14	46
Cc1ccc(C=Nc2ccc(S(N)(=O)=O)cc2)o1	i	0.031	42
COC(=O)c1c(NCc2ccccc2OC)c2cccc(Cl)c2[nH]c1=O	i	0.059	64
COCCn1c(N2CCN(Cc3cc(C)ccc3C)CC2)nc2c1c(=O)[nH]c(=O)n2C	i	0.074	31
CCc1ccc(S(=O)(=O)NCCOc2ccc(-c3ccco3)nn2)s1	i	0.034	49
O=C(NCC1(O)CCOCC1)C(=O)Nc1cc2c3c(c1)CCC(=O)N3CCC2	i	0.098	51
CCN(C1CCCCC1)S(=O)(=O)c1ccc(C(=O)Nc2sc3c(c2C#N)CCC3)cc1	i	0.12	61
CCc1ccccc1-n1c(-c2ccccc2)cn2c3c(=O)n(CC(C)=O)c(=O)n(C)c3nc12	i	0.035	62
CCc1nc2sc(C(c3ccc(Cl)c(Cl)c3)N3CCCC3)c(O)n2n1 (stereo not given)	i	0.12	54
O=C(NCC#CCN1CCc2ccccc2C1)Nc1c(F)cccc1F	i	0.047	63
Cc1c(C(=O)Nc2ccc(S(=O)(=O)N(C)C)cc2)sc2nc(-c3ccccc3)cn12	i	0.11	63
Cc1c(NC(=O)Cn2cnc(-c3cccs3)cc2=O)c(=O)n(-c2ccccc2)n1C	i	0.1	64
COC(=O)c1ccc(NC(=O)C(=O)NCCn2ccnc2C)cc1	i	0.14	50
CCn1nnc2c(N3CCN(CC(=O)Nc4c(C)cc(C)cc4C)CC3)ncnc21	i	0.042	40
O=C(NCc1cccs1)NCC(O)(c1cccs1)C1CC1 (stereo not given)	i	0.074	44
Cc1ccc2cc(CCNC(=O)c3ccc(S(=O)(=O)N(C)C)cc3)c(=O)[nH]c2c1C	i	0.083	46
N#C/C(=C\N1CCN(Cc2ccc3c(c2)OCO3)CC1)C(=O)NCc1ccco1	i	0.12	81
CC(C)Sc1ccc(C(=O)Nc2c(C(N)=O)oc3ccccc23)cc1	i	0.06	47
O=C(NCCn1ncc2c(NCc3ccco3)ncnc21)c1ccccc1C(F)(F)F	i	0.088	72
CC(C)(C)n1nc2c(c1NC(=O)C(=O)NCCCO)CSC2	i	0.038	58
CCc1nc2sc(C(c3ccc(F)cc3)N3CCCC3)c(O)n2n1 (stereo not given)	i	0.096	58
Cc1ccc(Cl)cc1N1CCN(c2nc3c(c(=O)[nH]c(=O)n3C)n2CC(=O)O)CC1	i	0.056	36
CC(C)S(=O)(=O)c1cccc(C(=O)Nc2cccc3c2C(=O)NC3=O)c1	i	0.083	46
COC(=O)c1ccc(NC(=O)CN2N=NC3C(=O)N(c4ccc(C)c(C)c4)C(=O)C32)cc1 (stereo not given)	i	0.11	64
CN(C)c1nn(CC(=O)NCc2ccc(C(F)(F)F)cc2)cc1-c1ccccc1	i	0.19	58

Bioassay records (PubChem BioAssay)

Only part of the results is shown; rates above refer to the full screens.
